Compound activity deposited in PubChem by several laboratories.
VHR inh abs: inhibitors of human VHR1 phosphatase (DUSP3); recombinant VHR phosphatase, pNPP absorbance; inhibition, % at 13.3 µM; 290,000 compounds, 0.52% hits; AID 1654; in the data active means inhibition above about 50%; further: some compounds called inactive have numbers as strong as hits
Target sequence (P51452 whole entry, looked up): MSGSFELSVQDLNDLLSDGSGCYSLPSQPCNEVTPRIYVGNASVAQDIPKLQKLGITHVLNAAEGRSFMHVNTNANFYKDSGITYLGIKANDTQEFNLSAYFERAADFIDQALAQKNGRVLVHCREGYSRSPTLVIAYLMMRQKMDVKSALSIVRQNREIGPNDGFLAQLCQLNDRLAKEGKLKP
3CLpro inhibitor: SARS-CoV 3CLpro protease inhibition | P0C6X7 | recombinant SARS-CoV 3CLpro, quenched FRET peptide cleavage | inhibition, % at 6 µM | 290,000 compounds, 0.14% hits | AID 1706; in the data active means inhibition above about 12%
Yp Topo-I inh: inhibitors of Yersinia pestis topoisomerase I; Y. pestis Topo-I cleavage product accumulation, plate reader; 360,000 compounds, 0.064% hits; activity, % at 10 µM; in the data active means activity above about 50%, passing the limit was not always enough; inconclusive means no clear call, values can overlap the other calls; further: inactives centre near 2
BH1578 lux ind: induces V. cholerae light production without autoinducers. V. cholerae BH1578 lux reporter, luminescence, 6 h. activation, % at 18.7 µM. 350,000 compounds, 0.16% hits. AID 588436; in the data active means activation mostly above about 9.7%, no sharp cut-off; inconclusive means no clear call, values can overlap the other calls; inactive means mostly below about 3.7%; further: not every result past the cut was called active; inactives centre near 0; reference of the scale not given here
Rv3671c inh: Rv3671c (M. tuberculosis) protease inhibition. inhibition, % at 5.96 µM. 320,000 compounds, 0.048% hits; in the data active means inhibition above about 38%;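 further: extracellular domain of Rv3671c used as enzyme; 0% = enzyme with DMSO and 100% = no enzyme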
TcdB GH inh: TcdB glycohydrolase inhibition. P18177. TcdB glycohydrolase enzymatic assay, plate reader. inhibition, % at 9.99 µM. 350,000 compounds, 0.24% hits; in the data active means inhibition above about 10%
MazF activator: increases E. coli MazEF RNase cleavage of RNA | AID 504720 | activation, % at 20 µM | FAM/BHQ RNA-DNA oligo cleavage fluorescence, 5 h | 350,000 compounds, 0.32% hits; in the data active means activation above about 50%
Target sequence (P0AE70 whole entry, looked up): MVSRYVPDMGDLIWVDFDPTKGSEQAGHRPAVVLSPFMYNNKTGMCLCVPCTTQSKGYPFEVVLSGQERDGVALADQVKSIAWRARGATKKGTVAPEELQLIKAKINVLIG
PfHsp40 rescue: rescue of PfHsp40-mediated yeast toxicity; S. cerevisiae expressing PfHsp40, growth rescue, ATP luminescence; 340,000 compounds, 0.68% hits; growth rescue, % at 12.5 µM; in the data active means growth rescue above about 28%, passing the limit was not always enough; inconclusive means no clear call, values can overlap the other calls;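 further: yeast W303a lacking pdr1 and pdr3 grown in galactose medium; growth measured after three days at 30 °C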
PriA SSB inh: K. pneumoniae PriA-SSBct interaction inhibition; AlphaScreen SSBct-PriA binding, biotinylated peptide; 430,000 compounds, 0.6% hits; inhibition, % at 33 µM; AID 1272365; in the data active means inhibition mostly above about 37%, no sharp cut-off; inactive means mostly below about 20%;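 further: plate controls were negative control peptide for no effect and reference peptide for full effect; strong numbers were not always called active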
Anthrax LF inh2: blocks Bacillus anthracis lethal factor protease; P15917; multiplex microsphere protease cleavage assay, LF; inhibition, % at 10 µM; 360,000 compounds, 0.12% hits; AID 588501; in the data active means inhibition above about 30%; inconclusive means no clear call, values can overlap the other calls; further: plate controls were buffer without enzyme for full effect and enzyme alone for no effect
Target sequence (P15917 whole entry, looked up): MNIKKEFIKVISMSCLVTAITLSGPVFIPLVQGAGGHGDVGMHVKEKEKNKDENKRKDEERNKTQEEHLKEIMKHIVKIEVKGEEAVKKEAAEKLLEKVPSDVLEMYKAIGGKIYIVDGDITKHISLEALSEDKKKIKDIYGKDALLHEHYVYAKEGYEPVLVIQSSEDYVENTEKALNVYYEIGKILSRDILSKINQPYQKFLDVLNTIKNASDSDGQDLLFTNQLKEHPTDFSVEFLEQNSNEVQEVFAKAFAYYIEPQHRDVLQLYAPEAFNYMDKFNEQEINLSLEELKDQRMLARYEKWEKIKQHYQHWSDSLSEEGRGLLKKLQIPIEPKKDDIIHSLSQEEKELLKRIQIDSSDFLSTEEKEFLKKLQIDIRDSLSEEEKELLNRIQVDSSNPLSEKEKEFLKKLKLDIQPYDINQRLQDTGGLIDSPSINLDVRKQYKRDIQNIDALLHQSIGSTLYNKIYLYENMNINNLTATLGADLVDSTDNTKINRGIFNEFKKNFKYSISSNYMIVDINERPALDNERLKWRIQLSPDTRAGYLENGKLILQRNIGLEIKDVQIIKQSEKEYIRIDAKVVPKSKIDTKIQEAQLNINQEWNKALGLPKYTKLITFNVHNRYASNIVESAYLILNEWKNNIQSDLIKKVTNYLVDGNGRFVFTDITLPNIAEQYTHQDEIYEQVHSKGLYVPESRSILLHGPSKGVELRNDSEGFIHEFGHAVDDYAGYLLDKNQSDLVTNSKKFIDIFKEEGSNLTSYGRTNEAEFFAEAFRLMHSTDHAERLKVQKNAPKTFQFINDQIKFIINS
* marks the source's active call; other numbers are inactive results; & = joins results of further samples. These rows are one share of the data; count on the stated rates, not on these rows.

The opening two entries as a preview:
What do the screens show for `O=C1CC(SC(=NCc2ccc3c(c2)OCO3)Nc2ccccc2)C(=O)N1` (stereo not given)?
VHR inh abs: 24; 3CLpro inhibitor: -2; Yp Topo-I inh: 16; BH1578 lux ind: -0.6; Rv3671c inh: 1; MazF activator: 0; PfHsp40 rescue: 4.3; PriA SSB inh: 3; Anthrax LF inh2: -2

How did CCC(=O)N1CCc2cc(S(=O)(=O)CCC(=O)Nc3ccc(F)c(F)c3)ccc21 do in these assays?
VHR inh abs: -17; 3CLpro inhibitor: 0; Yp Topo-I inh: 5; BH1578 lux ind: -2.0; Rv3671c inh: 0; MazF activator: 5; PfHsp40 rescue: 0.8; PriA SSB inh: -4; Anthrax LF inh2: 1

All compounds of this part, from the start:
What do the screens show for `O=C1CC(SC(=NCc2ccc3c(c2)OCO3)Nc2ccccc2)C(=O)N1` (stereo not given)?
VHR inh abs: 24; 3CLpro inhibitor: -2; Yp Topo-I inh: 16; BH1578 lux ind: -0.6; Rv3671c inh: 1; MazF activator: 0; PfHsp40 rescue: 4.3; PriA SSB inh: 3; Anthrax LF inh2: -2

How did CCC(=O)N1CCc2cc(S(=O)(=O)CCC(=O)Nc3ccc(F)c(F)c3)ccc21 do in these assays?
VHR inh abs: -17; 3CLpro inhibitor: 0; Yp Topo-I inh: 5; BH1578 lux ind: -2.0; Rv3671c inh: 0; MazF activator: 5; PfHsp40 rescue: 0.8; PriA SSB inh: -4; Anthrax LF inh2: 1

How did CCC(c1nc2ccccc2c(=O)n1CCCn1ccnc1)N1C(=O)c2ccccc2C1=O (stereo not given) do in these assays?
VHR inh abs: 2; 3CLpro inhibitor: 3; Yp Topo-I inh: 6; BH1578 lux ind: inactive; Rv3671c inh: -9; MazF activator: -8; PfHsp40 rescue: -1.4; PriA SSB inh: 19; Anthrax LF inh2: -2

How did CCC(C)NC(=O)CSc1nc(-c2cccs2)cc(C(F)(F)F)n1 (stereo not given) do in these assays?
VHR inh abs: 0; 3CLpro inhibitor: 6; Yp Topo-I inh: 9; BH1578 lux ind: inactive; Rv3671c inh: 3; MazF activator: -2; PfHsp40 rescue: -0.7; PriA SSB inh: -13; Anthrax LF inh2: 0

Results for CCOC(=O)C(O)(c1ccc(N=c2ccccn2C)cc1)C(F)(F)F (stereo not given) ?
VHR inh abs: -2; 3CLpro inhibitor: -2; Yp Topo-I inh: -3; BH1578 lux ind: -0.8; Rv3671c inh: -8; TcdB GH inh: 1.2; MazF activator: -8; PfHsp40 rescue: -0.2; PriA SSB inh: -12; Anthrax LF inh2: 2

Results for COc1cccc(CN2CCNC(=O)C2CC(=O)N(C)CCC2CCOCC2)c1OC (stereo not given) ?
VHR inh abs: -5; 3CLpro inhibitor: -5; Yp Topo-I inh: 4; BH1578 lux ind: -0.3; Rv3671c inh: -5; TcdB GH inh: -2.7; MazF activator: -3; PfHsp40 rescue: -1.1; PriA SSB inh: -10; Anthrax LF inh2: -2

What do the screens show for `CC(C)NC(=O)Nc1ccc2c(c1)C(=O)N([C@H](C)CO)C[C@H](C)[C@@H](CN(C)S(=O)(=O)c1ccc(F)cc1)O2`?
Yp Topo-I inh: 8; BH1578 lux ind: -0.4; Rv3671c inh: 7; TcdB GH inh: 1.1&0.4; MazF activator: 2; PfHsp40 rescue: 0.9; PriA SSB inh: -8; Anthrax LF inh2: -6

How did Cc1ccc(S(=O)(=O)c2cc3cc(Br)ccc3oc2=O)cc1 do in these assays?
VHR inh abs: -15; 3CLpro inhibitor: 0; Yp Topo-I inh: -3; BH1578 lux ind: -0.4; Rv3671c inh: -3; MazF activator: 9; PfHsp40 rescue: -1.1; PriA SSB inh: -7; Anthrax LF inh2: -6

How did Cc1ccnc(NC(=O)COC(=O)C2COc3ccccc3O2)n1 (stereo not given) do in these assays?
VHR inh abs: 31; 3CLpro inhibitor: 1; Yp Topo-I inh: -1; BH1578 lux ind: -0.6; Rv3671c inh: 3; MazF activator: -7; PfHsp40 rescue: 0.6; PriA SSB inh: -6; Anthrax LF inh2: -8

How did CC[C@@H]1C=C(C(=O)O)[C@H](c2ccc3c(c2)OCO3)N1S(=O)(=O)c1ccc(C)cc1 do in these assays?
Yp Topo-I inh: 5; BH1578 lux ind: -0.7; Rv3671c inh: -6; TcdB GH inh: 8.8; MazF activator: 9; PfHsp40 rescue: -0.3; PriA SSB inh: -4; Anthrax LF inh2: -2

How did Cc1c(CN2CC[C@@H](N3CCN(c4ccccn4)CC3)[C@H](O)C2)[nH]c2ccc(F)cc12 do in these assays?
VHR inh abs: 6; 3CLpro inhibitor: 0; Yp Topo-I inh: 8; BH1578 lux ind: -2.4; Rv3671c inh: 7; TcdB GH inh: -1.2; MazF activator: 3; PfHsp40 rescue: 0.9; PriA SSB inh: 16

Results for CC(=O)c1c(C)nc2ccc(Cl)cn12 ?
VHR inh abs: 28; 3CLpro inhibitor: 1; Yp Topo-I inh: -1; BH1578 lux ind: inactive; Rv3671c inh: -1; MazF activator: -5; PfHsp40 rescue: 0.3; PriA SSB inh: -9; Anthrax LF inh2: 2

What do the screens show for `O=C(NCc1ccccc1)c1ccc(=O)[nH]n1`?
VHR inh abs: 6; 3CLpro inhibitor: 4; Yp Topo-I inh: 2; BH1578 lux ind: inactive; Rv3671c inh: -5; MazF activator: -2; PfHsp40 rescue: -0.3; PriA SSB inh: -8; Anthrax LF inh2: 5

How did CCc1ccc(NC(=O)Nc2cccc(OC)c2)cc1 do in these assays?
VHR inh abs: 8; 3CLpro inhibitor: 3; Yp Topo-I inh: -1; BH1578 lux ind: 0.2; Rv3671c inh: -9; TcdB GH inh: 0.1; MazF activator: 1; PfHsp40 rescue: 0.5; PriA SSB inh: -18; Anthrax LF inh2: -2

What do the screens show for `O=C(NCC1CCCN1S(=O)(=O)c1cccs1)c1ccccc1F` (stereo not given)?
Yp Topo-I inh: 12; BH1578 lux ind: inactive; Rv3671c inh: -4; TcdB GH inh: 2.3; MazF activator: 2; PfHsp40 rescue: -0.2; PriA SSB inh: 9; Anthrax LF inh2: -4

Results for Cc1cccc2sc(N3CCN(C(=O)C4COc5ccccc5O4)CC3)nc12 (stereo not given) ?
Yp Topo-I inh: 39; BH1578 lux ind: inactive; Rv3671c inh: -5; TcdB GH inh: -0.9; MazF activator: -2; PfHsp40 rescue: -0.1; PriA SSB inh: -9; Anthrax LF inh2: 6

What do the screens show for `COc1ccc2c(C)c(CCC(=O)NC3CC3)c(=O)oc2c1C`?
VHR inh abs: 5; 3CLpro inhibitor: 0; Yp Topo-I inh: 8; BH1578 lux ind: -0.8; Rv3671c inh: -11; TcdB GH inh: 0.4; MazF activator: 7; PfHsp40 rescue: -1.4; PriA SSB inh: -24; Anthrax LF inh2: -4

Results for CN(C)c1ccc(/C=N/NC(=S)NCc2ccco2)cc1 ?
VHR inh abs: -11; 3CLpro inhibitor: -1; Yp Topo-I inh: -16; BH1578 lux ind: -0.3; Rv3671c inh: 3; TcdB GH inh: -5.3; MazF activator: 8; PfHsp40 rescue: 0.1; Anthrax LF inh2: -1

What do the screens show for `COc1ccc(C(=O)Oc2ccc(/C=N/Nc3ccc(Cl)c(C(=O)O)c3)cc2OC)cc1`?
VHR inh abs: 21; 3CLpro inhibitor: 10; Yp Topo-I inh: 2; BH1578 lux ind: -0.2; Rv3671c inh: 16; TcdB GH inh: -2.2; MazF activator: 8; PfHsp40 rescue: 0.4; Anthrax LF inh2: -3

How did N#Cc1ccc(C(=O)CSc2n[nH]c(=O)n2-c2cccnc2)cc1 do in these assays?
VHR inh abs: -2; 3CLpro inhibitor: 9; Yp Topo-I inh: 0; BH1578 lux ind: -0.7; Rv3671c inh: 6; TcdB GH inh: 1.1; MazF activator: 5; PriA SSB inh: -10

Results for CCOc1ccc2nc(SCC(=O)NC3CC3)sc2c1 ?
VHR inh abs: 31; 3CLpro inhibitor: 2; Yp Topo-I inh: 8; BH1578 lux ind: inactive; Rv3671c inh: -6; TcdB GH inh: 0.3; MazF activator: 6; PfHsp40 rescue: 0.0; PriA SSB inh: -13; Anthrax LF inh2: 1

How did CCOC(=O)c1[nH]c2ccc(OC)cc2c1NC(=O)CN1CCC2(CC1)OCCO2 do in these assays?
VHR inh abs: -1; 3CLpro inhibitor: -4; Yp Topo-I inh: 7; BH1578 lux ind: inactive; Rv3671c inh: 0; MazF activator: -1; PfHsp40 rescue: -1.2; PriA SSB inh: -15; Anthrax LF inh2: -9

What do the screens show for `COC(=O)c1ccc(Cn2c(C)c(C(=O)NCc3ccc(C#N)cc3)sc2=O)o1`?
Yp Topo-I inh: 3; BH1578 lux ind: 0.4; TcdB GH inh: 0.6; Anthrax LF inh2: -3

Results for COc1cccc(NC(=O)COc2ccccc2C(N)=O)c1 ?
VHR inh abs: -9; 3CLpro inhibitor: 3; Yp Topo-I inh: -8; Rv3671c inh: 5; MazF activator: 6; PfHsp40 rescue: -1.0; PriA SSB inh: -6; Anthrax LF inh2: -1

Results for O=c1c(C(c2ccc(O)cc2)c2c(O)nc3n(c2=O)CCS3)c(O)nc2n1CCS2 ?
VHR inh abs: 13; 3CLpro inhibitor: -1; Yp Topo-I inh: -1; BH1578 lux ind: inactive; Rv3671c inh: 2; MazF activator: 0; PfHsp40 rescue: 0.0; PriA SSB inh: -28; Anthrax LF inh2: 3

Results for O=C1NC(=O)C(Cc2c[nH]c3ccccc23)N1 (stereo not given) ?
VHR inh abs: 22; 3CLpro inhibitor: 1; Yp Topo-I inh: 0; BH1578 lux ind: inactive; Rv3671c inh: -3; TcdB GH inh: 0.9; MazF activator: 4; PfHsp40 rescue: -0.7; PriA SSB inh: 7; Anthrax LF inh2: -4

Results for Cc1ccc(C(=O)Cn2c(N3CCOCC3)nc3c2c(=O)n(C)c(=O)n3C)cc1 ?
VHR inh abs: -6; 3CLpro inhibitor: -1; Yp Topo-I inh: -3; BH1578 lux ind: inactive; Rv3671c inh: -14; MazF activator: -4; PfHsp40 rescue: -0.2; PriA SSB inh: 7; Anthrax LF inh2: -5

Results for Cc1nn(Cc2ccccc2)c(C)c1C=C1C(=O)NC(=S)NC1=O ?
VHR inh abs: 2; 3CLpro inhibitor: 6; Yp Topo-I inh: 5; BH1578 lux ind: -0.2; Rv3671c inh: -12; TcdB GH inh: 0.6; MazF activator: -4; PfHsp40 rescue: -0.6; PriA SSB inh: -1; Anthrax LF inh2: -1

Results for CN(C)c1ccc(C=C(C#N)C#N)cc1 ?
VHR inh abs: -2; 3CLpro inhibitor: -3; Yp Topo-I inh: 0; BH1578 lux ind: -0.9; Rv3671c inh: 8; MazF activator: 6; PfHsp40 rescue: -1.5; PriA SSB inh: -18; Anthrax LF inh2: -2

What do the screens show for `COc1ccc(/C(O)=C2/C(=O)C(=O)N(CCCN3CCOCC3)C2c2ccc(Cl)cc2)cc1` (stereo not given)?
Yp Topo-I inh: -7; BH1578 lux ind: inactive; TcdB GH inh: -0.3; MazF activator: -5; Anthrax LF inh2: -5

What do the screens show for `Cc1cc(-c2nc3ccccc3o2)c2ccccc2n1`?
VHR inh abs: 18; 3CLpro inhibitor: -2; Yp Topo-I inh: 3; BH1578 lux ind: -0.7; Rv3671c inh: -24; MazF activator: -7; PfHsp40 rescue: 3.3; PriA SSB inh: -15&-3; Anthrax LF inh2: inconclusive

What do the screens show for `CCOC(=O)C1=C(C)C2C3C(=O)N(c4ccccc4C)C(=O)C3C1(C)C1C(=O)N(c3ccccc3C)C(=O)C21` (stereo not given)?
VHR inh abs: 4; 3CLpro inhibitor: 6; Yp Topo-I inh: -4; BH1578 lux ind: -0.4; Rv3671c inh: 0; TcdB GH inh: 2.5; MazF activator: -4; PfHsp40 rescue: -0.3; PriA SSB inh: -4; Anthrax LF inh2: -3

How did c1ccc(CSc2nnc(-c3ccccc3)c(-c3ccccc3)n2)cc1 do in these assays?
Yp Topo-I inh: 5; BH1578 lux ind: 10; Rv3671c inh: 8; TcdB GH inh: -0.2; MazF activator: -3; PfHsp40 rescue: 0.1; PriA SSB inh: 2; Anthrax LF inh2: -5
